PME-1 inh = blocks human protein phosphatase methylesterase 1; Q9Y570; recombinant PME-1, FP-Rh probe fluorescence polarization; inhibition, % at 5.9 µM; hit rate 0.53% among 320,000;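 active = inhibition above the campaign mean of all compounds plus 3 SD, cut at about 26% in these data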;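 note: competitive labeling of PME-1 active site by serine hydrolase directed probe; 0% = PME-1 with DMSO and 100% = wells lacking PME-1 enzyme; inhibitors block probe labeling so polarization falls and inhibition rises; many of its hits are not listed in these tables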
Fam108B counter = Fam108B inhibition, counter-screen for RBBP9 inhibitors | recombinant Fam108B, FP-Rh probe fluorescence polarization | inhibition, % at 9.51 µM | hit rate 0.33% among 300,000;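 active = inhibition above the screen mean inhibition plus 3 SD, computed separately per campaign, cut at about 18% in these data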;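 note: inhibitors lower polarization as less probe binds the enzyme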
AHR activator = human AHR activation; P35869; AHR-responsive luciferase reporter cells, luminescence; activation, % at 5 µM; hit rate 2.5% among 320,000; in the data active = activation above about 47%;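 note: 0% = vehicle wells and 100% = reference agonist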
pPAFAH inh = pPAFAH (human) enzyme inhibition; recombinant pPAFAH, FP-rhodamine probe fluorescence polarization; inhibition, % at 3.39 µM; hit rate 1.5% among 330,000; AID 463082;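 active = inhibition above the mean inhibition across the screen plus 3 SD, cut at about 25% in these data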;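 note: inhibitors block binding of the rhodamine activity-based probe so polarization drops; 0% = enzyme with DMSO and 100% = wells lacking pPAFAH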
Target sequence (Q13093 whole entry, looked up): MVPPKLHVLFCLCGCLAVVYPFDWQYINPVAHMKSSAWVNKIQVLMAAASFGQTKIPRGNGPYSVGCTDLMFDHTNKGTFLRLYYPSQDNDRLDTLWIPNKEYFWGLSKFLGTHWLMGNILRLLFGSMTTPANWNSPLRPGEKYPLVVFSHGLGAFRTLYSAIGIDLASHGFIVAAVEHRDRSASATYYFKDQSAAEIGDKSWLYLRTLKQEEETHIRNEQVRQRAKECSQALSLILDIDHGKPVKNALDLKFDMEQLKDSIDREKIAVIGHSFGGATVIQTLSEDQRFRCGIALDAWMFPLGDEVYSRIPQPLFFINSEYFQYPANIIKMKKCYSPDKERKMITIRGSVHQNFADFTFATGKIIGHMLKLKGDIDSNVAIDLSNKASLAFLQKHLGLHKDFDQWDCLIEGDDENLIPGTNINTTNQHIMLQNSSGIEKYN
GLD-1 RNA inh = GLD-1-TGE RNA interaction inhibition (C. elegans) | Q17339 | purified GLD-1 + fluorescein TGE RNA, fluorescence polarization | inhibition, % at 5.96 µM | hit rate 0.44% among 320,000 | AID 2280;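 active = percent inhibition above a per-plate cutoff, the plate mean of test compounds plus 3 SD, cut at about 30% in these data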;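 note: 0% = DMSO wells with GLD-1 and probe and 100% = wells lacking GLD-1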
MCL1 BIM primary = inhibitors of human MCL1 binding to BIM-BH3 peptide; inhibition, % at 10.9 µM; hit rate 0.68% among 320,000; GST-MCL1 / FITC-Bim-BH3 fluorescence polarization; Q07820; AID 2057;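 active = inhibition above the mean inhibition of all tested compounds plus 3 SD, set per campaign, cut at about 40% in these data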;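 note: 0% = DMSO wells and 100% = unlabeled Bim-BH3 peptide control; higher means more loss of mP so more displacement of Bim peptide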
Target sequence (Q07820 whole entry, looked up): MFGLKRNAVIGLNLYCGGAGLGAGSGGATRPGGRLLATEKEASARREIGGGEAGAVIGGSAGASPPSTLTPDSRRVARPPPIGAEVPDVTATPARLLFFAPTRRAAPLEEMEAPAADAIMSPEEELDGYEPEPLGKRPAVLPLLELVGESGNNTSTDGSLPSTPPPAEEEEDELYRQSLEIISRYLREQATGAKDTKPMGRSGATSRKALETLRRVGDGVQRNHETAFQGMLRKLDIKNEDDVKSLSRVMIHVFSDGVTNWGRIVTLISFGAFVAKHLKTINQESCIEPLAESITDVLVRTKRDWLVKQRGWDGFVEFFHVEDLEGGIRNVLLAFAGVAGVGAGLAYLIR
MEX-5 binding = C. elegans MEX-5 TCR-2 RNA binding activity; MEX-5/FITC-TCR2 RNA binding, fluorescence polarization; hits give low values; AID 1832; activity score (negative = inhibition of binding), % at 10 µM; hit rate 0.38% among 300,000;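 active = inhibition past about -25% in most replicates, and total fluorescence under double the plate's negative control median, limit read from the data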;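 note: 0% = DMSO and -100% = 5 µM competing unlabeled TCR2 RNA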
PAFAH1B2 FP inh = blocks human PAF acetylhydrolase 1b catalytic subunit 2 | P68402 | inhibition, % at 3.39 µM | AID 492953 | recombinant PAFAH1B2, FP-rhodamine activity probe, fluorescence polarization | hit rate 1.2% among 340,000;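 active = inhibition above the mean of all tested compounds plus 3 SD, cut at about 24% in these data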;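 note: 0% = enzyme with DMSO and 100% = wells lacking PAFAH1B2; many of its hits are not listed in these tables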
Bcl-xL primary = blocks human Bcl-xL binding to Bim BH3 peptide. GST-Bcl-xL / FITC-Bim BH3 peptide fluorescence polarization. Q07817. inhibition, % at 10.9 µM. hit rate 0.7% among 320,000;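 active = inhibition above the mean of all tested compounds plus 3 SD, cutoff set per campaign, cut at about 30% in these data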;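 note: 0% = DMSO wells and 100% = unlabeled Bim-BH3 peptide competitor; inhibitors lower millipolarization by displacing the labeled peptide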
* marks the source's active call; other numbers are inactive results; / = no result given.

structure | Bcl-xL primary | Fam108B counter | MEX-5 binding | MCL1 BIM primary | GLD-1 RNA inh | PME-1 inh | PAFAH1B2 FP inh | pPAFAH inh | AHR activator
Cc1nc2nc(C)c(CCC(=O)N3CCc4ccccc43)c(C)n2n1 | -3 | 4 | 1.3 | 0 | 5 | 1 | 5 | -1 | 10
N#Cc1ccc(C(c2nnnn2C2CCCC2)N2CCC(Cc3ccccc3)CC2)cc1 (configuration not stated) | 2 | -4 | 0.2 | 3 | -4 | -2 | 0 | -2 | 15
COc1cccc(NC(=O)c2ccnc(N3CCC(C(=O)NCc4cc(OC)ccc4OC)CC3)c2)c1 | 8 | -5 | -6.8 | 6 | 2 | -7 | 4 | 5 | 11
CC(=O)c1ccc(NC(=O)CN(C)CC(=O)Nc2cccc(F)c2)cc1 | 5 | 1 | -0.5 | 3 | -2 | 3 | 0 | 2 | 3
CCOC(=O)N1CCC(Nc2c(NCCN3CCN(Cc4ccccc4)CC3)c(=O)c2=O)CC1 | 0 | -1 | -1.0 | -1 | 9 | 5 | 0 | 3 | 0
COc1ccc(CSC2=CS(=O)(=O)c3ccccc3N2)cc1 | 4 | -4 | -0.6 | 6 | 9 | 4 | 3 | -1 | -1
COc1ccc([C@H]2C(C(=O)O)=C[C@@H](CC3CCCC3)N2S(=O)(=O)c2ccc(C)cc2)cc1OC | / | / | / | / | 3 | / | 5 | 3 | 0
Cc1ccc(NC(=O)CSc2nc3c(cc2C#N)C(=O)CCC3)cc1S(=O)(=O)N(C)C | 0 | -7 | 0.6 | -5 | -2 | 1 | 3 | 6 | -3
COc1cc(OC)cc(C(=O)NCCCCc2ccccc2)c1 | -4 | 0 | 3.1 | -2 | 2 | 4 | 4 | 0 | 9
CCC(=O)N1c2ccc(S(=O)(=O)CCC(=O)Nc3nccs3)cc2CC1C (configuration not stated) | 2 | 1 | 0.2 | -26 | -13 | 3 | -1 | 4 | 2
COCCn1c(-c2ccccc2)csc1=Nc1cccnc1 | -2 | -2 | 1.1 | -1 | 3 | -6 | / | 10 | 14
CS(=O)(=O)Cc1ccc(C(=O)NCC2(N3CCCCC3)CCCCC2)cc1 | 4 | 0 | -0.1 | 0 | -2 | -2 | 5 | 5 | 1
CCCCn1c(=N)n(CC(=O)c2ccco2)c2ccccc21 | 3 | 4 | -3.8 | 4 | -4 | 10 | -4 | 10 | 19
CC1CN(C(=O)COC(=O)c2ccc3ncsc3c2)CC(C)O1 (configuration not stated) | / | / | / | / | -2 | / | 0 | 5 | -2
Cn1nnnc1CCOCCc1nnnn1C | 3 | 1 | 2.1 | 0 | 1 | -8 | 0 | 5 | -3
O=C(/C=C/NNC(=O)c1ccccc1)c1ccccc1 | 9 | 2 | 0.7 | 17 | 6 | 0 | 4 | 2 | 21
O=C(c1csc2c1CCCC2)N1CCN(c2cccc(C(F)(F)F)c2)CC1 | 9 | 0 | 1.0 | 0 | 18 | 2 | 4 | -1 | -2
Cc1ccc(C)c(CN2CCC(n3nccc3NC(=O)C3CCCC3)CC2)c1 | 1 | -2 | 0.6 | 6 | 0 | -8 | 3 | 3 | 5
O=S(=O)(c1ccc(NC(=S)NCc2cccnc2)cc1)N1CCCCC1 | 7 | -1 | 4.1 | 3 | 5 | 2 | 7 | 5 | 4
Cc1ccc(C(=O)NCc2nc3ccccc3[nH]2)o1 | 1 | 3 | 2.3 | 2 | -3 | 2 | 5 | 7 | 3
O=C(NC(Nc1ncc(S(=O)(=O)c2ccc([N+](=O)[O-])cc2)s1)(C(F)(F)F)C(F)(F)F)c1ccc(Cl)cc1 | 5 | 1 | 1.9 | 7 | 12 | 14 | 14 | 17 | -3
Cc1cc(OCC(=O)OCC(=O)NCC2CCCO2)ccc1Cl (configuration not stated) | 0 | / | / | -3 | 9 | -3 | 3 | 16 | 0
O=C(O)CCCC(=O)Nc1c(F)c(F)c(F)c(F)c1F | 9 | 1 | -0.8 | 5 | 4 | 1 | 5 | 3 | -1
COc1cc2nc(N(CCCN(C)C)C(=O)c3ccc(S(=O)(=O)N(C)C4CCCCC4)cc3)sc2cc1OC | 1 | -7 | -2.4 | 9 | -1 | 7 | -3 | 2 | -2
O=C1c2ccccc2C(=O)N1CC#CCN1CCN(C(c2ccccc2)c2ccccc2)CC1 | 4 | 3 | -1.6 | 4 | -2 | -2 | 0 | 2 | -1
COC(=O)c1cccc(NC(=O)CSc2nnc(COc3ccc(C#N)cc3)n2-c2ccccc2)c1 | 2 | 2 | -1.7 | 3 | 3 | 3 | 0 | -2 | 2
Cc1ccc(S(=O)(=O)N/N=C/c2cc(Br)c(C)o2)cc1 | 10 | 2 | -0.2 | 11 | 12 | 0 | 6 | 1 | 3
CCOc1ccc(NC(=S)Nc2ccc(F)cc2)cc1 | 5 | 9 | 0.7 | 8 | 5 | 1 | 5 | 0 | -2
CN(Cc1ccccc1)C(=O)CN1C(=O)c2ccccc2S1(=O)=O | 3 | 1 | -0.7 | -2 | 4 | 7 | -1 | 0 | 4
Cc1ccc(S(=O)(=O)N2c3ccccc3NC(=O)CC2C)cc1 (configuration not stated) | 3 | 0 | 0.6 | 4 | 15 | 4 | 2 | -1 | 0
CCNC1=C(Cl)C(=O)c2ccccc2C1=O | 0 | 3 | 0.2 | 2 | 0 | 10 | 4 | 4 | 4
COc1cccc(-c2cc3onc(-c4ccccc4)c3c(=O)n2C)c1 | 1 | -2 | / | 4 | 3 | 7 | 2 | -1 | 13
COc1ccc(S(=O)(=O)N2CCCOC2CNC(=O)C(=O)NCCCN2CCOCC2)cc1C (configuration not stated) | 1 | 0 | -0.3 | 2 | 7 | 3 | 4 | -4 | 11
Cn1cccc1C(=O)NC(=O)COC(=O)c1cc(S(=O)(=O)N2CCCCC2)ccc1Cl | 7 | -2 | 3.0 | 5 | -4 | 4 | / | 7 | 1
O=C(Nc1sc2c(c1C(=O)O)CCCC2)c1ccc(Cl)cc1 | 4 | 9 | -1.1 | -4 | 3 | -4 | 16 | 20 | 15
COc1ccc(OCC(=O)N2CCN(c3cccc(C(F)(F)F)c3)CC2)cc1 | -3 | -1 | 0.3 | -4 | 10 | 0 | 7 | 5 | 2
Cc1ccccc1NC(=O)Cn1nnc(S(=O)(=O)c2ccc(C(C)(C)C)cc2)c1N | 2 | -19 | -0.4 | -3 | 0 | -20 | -10 | -11 | -1
CC1(C)CC(=O)C2=C(C1)N(CC1CCCO1)C(=O)C2(O)C(F)(F)F (configuration not stated) | -4 | -1 | -0.8 | -1 | 4 | -5 | 6 | -3 | 0
NNC(=O)c1nc(-c2ccccc2)n2c1CCCCC2 | 1 | 3 | 2.2 | 0 | 5 | -1 | -5 | -1 | 3
C[N+]1(C)CCC(OC(=O)C(O)(c2ccccc2)C2CCCC2)C1 (configuration not stated) | 3 | 1 | -4.1 | 4 | 5 | 0 | -1 | -7 | -1
CC(C)(C)c1cc(C(=O)N/N=C/c2ccco2)n[nH]1 | 4 | 3 | 0.9 | 6 | 6 | 9 | 2 | 3 | 15
O=C(NNC(=O)c1ccccc1-n1cccc1)c1ccc(Cl)c(Cl)c1 | 0 | -3 | 3.6 | 6 | -3 | -3 | 4 | 2 | 11
COc1ccc(S(=O)(=O)NC(CC(=O)NCCc2ccc(OC)c(OC)c2)C(C)C)cc1 (configuration not stated) | 1 | 3 | -0.2 | 14 | 2 | -1 | 1 | -3 | 0
COCCNC(=O)C(=O)Nc1ccc2c(c1)N(S(=O)(=O)c1cccs1)CCC2 | 6 | 2 | 0.4 | 2 | 2 | 3 | 7 | 2 | 0
Cc1cc(C)n(-c2ccc(C(=O)N3CCC(CO)(Cc4ccccc4)CC3)cc2)n1 | 1 | 0 | 0.8 | -3 | 0 | 2 | 7 | 1 | 1
CCOC(=O)N1CCN(c2c(NCc3ccc(N(C)C)cc3)c(=O)c2=O)CC1 | -1 | 4 | 2.2 | 3 | -5 | -4 | 4 | 3 | 1
Cc1ccc(-c2cc(C(F)F)n3ncc(C(=O)Nc4ccc(S(=O)(=O)Nc5ccccc5C)cc4)c3n2)cc1 | 3 | 0 | -2.1 | 5 | 3 | -4 | -5 | 3 | 3
CCNC(=S)N(CCc1c(C)[nH]c2ccccc12)Cc1cc(OC)c(OC)c(OC)c1 | 7 | 1 | -1.7 | 11 | 1 | -3 | 2 | 7 | 10
COc1ccc(NC(=O)CN(C)C(=O)c2ccc3c(c2)S(=O)(=O)N=C2CCCCCN23)cc1 | 5 | -1 | 0.1 | 1 | -5 | 2 | 1 | 13 | 2
NC(=O)CSc1nnc(COc2ccccc2)n1CCc1ccccc1 | 4 | 4 | 0.1 | 8 | 2 | 4 | 6 | -1 | -4
O=C(NC(=S)NCCN1CCOCC1)c1ccc(F)cc1 | 2 | 4 | 0.2 | 4 | 1 | 0 | -3 | 2 | 3
CN(C)c1ccc(/C=C2\SC(=O)N(CCc3nnc(N)s3)C2=O)cc1 | -33 | -4 | -4.6 | -38 | -193 | -2 | -12 | 13 | -7
CC(Sc1ccc2c(c1)OCCO2)C(=O)Nc1ccc(N2CCOCC2)cc1 (configuration not stated) | 4 | 1 | 1.5 | -1 | 4 | -2 | 8 | 5 | 0
Cc1cccc(CN2CCN(C(=O)c3cccc4ccccc34)CC2)c1 | 1 | -1 | -0.3 | 1 | 3 | 7 | 8 | 1 | 2
CCC(C(=O)NC1CCCC1)N(C(=O)Cn1nnc(-c2ccc(OC)c(OC)c2)n1)c1cccc(O)c1 (configuration not stated) | 5 | 0 | 1.2 | 3 | 5 | 4 | 6 | 3 | 1
COc1ccc(S(=O)(=O)N2CCC(C(=O)NCc3ccccn3)CC2)cc1C | 1 | 0 | -1.5 | 1 | 5 | -1 | -1 | 6 | -2
O=S(=O)(Nn1cnnc1)c1ccccc1Cl | 3 | -3 | 1.9 | 10 | 5 | -5 | -6 | 3 | 2
COc1ccc(S(=O)(=O)NCCC(=O)OCC(=O)c2ccc[nH]2)cc1[N+](=O)[O-] | -2 | / | / | -4 | -2 | -3 | 3 | 8 | 2

An excerpt; count on the stated rates, not on these rows.
